Screens from PubChem.
Pf apPOL inh – Pf-apPOL inhibitors, biochemical, fluorescence; Recombinant Pf-apPOL, molecular beacon fluorescence, 1.5 h; inhibition, % at 10 µM; Plasmodium falciparum apicoplast DNA polymerase (apPOL); AID 1794808, 2022; 210,000 tested, 0.25% active
mHTT CaM bind – mutant huntingtin-calmodulin interaction inhibitors – biochemical, AlphaScreen, primary screen. P42858. AlphaScreen His-mHTT/GST-CaM binding, luminescence. inhibition, % at 15 µM. AID 1671202, 2021. 190,000 tested, 3.6% active;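 further: 0% = both proteins with DMSO and 100% = one protein alone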
An asterisk follows results filed as active; i = inactive; . = not tested or not shown; & = joins results of further samples. No stated cut-off is given here; in the data, active means inhibition above about 50%; inactive means the rest.

SMILES | Pf apPOL inh | mHTT CaM bind
COc1ccc(C2CC(c3ccc(Cl)cc3)Nc3ncnn32)c(OC)c1OC (centres undefined) | -8 | 48
O=C(O)CCC(CNS(=O)(=O)c1ccc([N+](=O)[O-])cc1)C(F)(F)F (centres undefined) | 1 | 1
Cn1nc(C(C)(C)C)cc1C(=O)NCc1cc(F)cc2c1OCOC2 | 7&-4 | .
c1c(C23CC4CC(CC(C4)C2)C3)nc2nc3c(nn12)CCCC3 | 0 | -6
COc1ccc(C)cc1NC(=O)C1CC(=O)OC12CCCCC2 (centres undefined) | -1 | 0
COc1ccc(C2=CC(c3ccccc3Cl)n3ncnc3N2)cc1OC (centres undefined) | -3 | 5
O=[N+]([O-])c1ccc(O)c(C=Nc2ccc3c(c2)oc2ccccc23)c1 | 0 | 8
O=C(N=c1scc(-c2ccc(Cl)cc2)n1Cc1ccco1)c1ccccc1 | -2 | 7
Cc1ccc(NC(=O)C2CCN(S(=O)(=O)c3cccnc3)CC2)c(Cl)c1 | -3 | -3
COc1ccccc1/C=C1\SC(=O)N(CNc2cccc(Br)c2)C1=O | -4 | 1
COc1ccc(CCC(=O)N2CCN(c3nccn3-c3cccc(Cl)c3)CC2)cc1 | -17 | 19
CN(C)c1ccc(N2C=C(C(=O)N3CCCCC3)S(=O)(=O)c3ccccc32)cc1 | -6 | 1
CC(C)n1c(=O)c(-c2ccc(C(=O)Nc3cccc(F)c3)cc2)nc2cccnc21 | -4 | 16
COc1cc(OC)c(OC)cc1CN1CCOCC1 | 0 | -1
Cc1ccsc1/C=C1\N=C(c2ccc(-c3ccccc3)cc2)OC1=O | -2 | 2
CN(Cc1ccccc1)Cc1ccc(Br)o1 | -10 | -9
CCOc1ccc(Nc2nc(C)c([N+](=O)[O-])c(N(C)c3ccccc3)n2)cc1 | -1 | 19
COc1ccc(OCCCSc2ncccn2)cc1 | 0 | -12
CCC(=O)Nc1cccnc1-c1ccc(C(=O)NC(C)CCc2ccccc2)cc1 (centres undefined) | 3 | 4
Nc1nonc1/C(=N/O)N1CCCC1 | . | i
O=C(c1cc(-c2cccs2)on1)N1CCCC1c1ccc(Cl)cc1 (centres undefined) | 0 | -8
COc1ccc(N2C(=O)CSC2c2ccc(F)cc2)cc1 (centres undefined) | -7 | -8
COc1cc2c(cc1OC)C(C(=O)N(C)C1CCCCC1)C(c1ccccc1F)N(C)C2=O (centres undefined) | -8 | -1
Cc1cc([N+](=O)[O-])nn1CC(=O)Nc1ccccn1 | -4 | 4
CCOc1ccccc1NC(=O)CN1C(=O)C2CCCN2C(=O)c2cc(C)ccc21 (centres undefined) | -3 | -2
COc1ccc(OC)c(S(=O)(=O)NCc2nn(-c3ccccc3)nc2C)c1 | -22 | .
N#Cc1nc(-c2ccccc2)c(-c2ccccc2)nc1C#N | -1 | .
CC(=O)NC1=NN(C(C)=O)C(c2ccc(OCc3ccccc3)cc2)S1 (centres undefined) | -3 | 68*
COc1ccc(-c2cc3nc4c(c(=O)n3[nH]2)CN(C(=O)c2ccco2)CC4)cc1 | 14 | 1
COc1ccc2c(c1)N1CCN(c3ccccc3F)CC1C(C(=O)NC(C)C)C2 (centres undefined) | -4 | 17
CNc1nccc(N2CCC(CC(=O)NCc3c(C)nn(C)c3C)CC2)n1 | -2 | 3
Cc1cccc(N2CCN(C(=O)c3ccc(-n4nc(C)c5c4CCCC5=O)cc3)CC2C)c1 (centres undefined) | 1 | 22
COc1ccc(S(=O)(=O)N2CCc3nc(NC(=O)c4cnccn4)sc3C2)cc1 | -6 | -5
COc1ccc(C)cc1NC(=O)C1CN(S(C)(=O)=O)CC12CCCCC2 (centres undefined) | 3 | 9
CCN(Cc1ccccc1)S(=O)(=O)c1ccc(F)c(C(=O)Nc2ccccc2OC)c1 | -6 | -2
O=C(NCCCn1cccn1)C1CCCN(c2nnc3ccccn23)C1 (centres undefined) | -5 | 2
COc1ccc([C@H]2C[C@@H](O)[C@H](n3cc(COC(=O)c4ccccc4)nn3)CN2CC2CCCCC2)cc1 | -2 | 10
CCOC(=O)c1c(SC)nc2ccc(Cl)cc2c1Oc1ccccc1 | -10&13 | .
O=C(Nc1ccc(-c2nc3ccccc3s2)cc1)c1ccc2c(c1)OCCO2 | -10 | 1
C=CCn1cnc2c1c(=O)n(C1CCCC1)c(=O)n2-c1ccc(F)cc1F | 4 | -10
COc1ccc(N2C(=O)C3CCCN3C2c2ccccc2)cc1Cl (centres undefined) | -4 | 4
O=C(Cn1ccc2sccc2c1=O)Nc1ccccc1Cl | -5 | -4
O=C(NC1CCCCC1)c1csc(-c2cccnc2)n1 | -2 | 4
NC(=NC(=O)c1ccccc1)N1CCOCC1 | -1 | 0
COc1cc(/C=C/c2cc(C(F)(F)F)[nH]c(=O)n2)ccc1O | -8 | 9
CC1(C)Nc2sc3c(c2-c2nnnn21)CCCC3 | . | 56*
COc1ccc(N2CCN(CC(O)c3cccc(OC)c3)CC2)cc1 (centres undefined) | -5 | 1
COc1ccc(NC(=O)C(=O)NCC(C)C)cc1Cl | 2 | -3
Cc1c(Cl)cccc1NS(=O)(=O)c1ccc2nc(-c3ccccc3)[nH]c2c1 | -4 | 16
COc1ccc(Cc2nc(-c3cccc(-c4ccn[nH]4)c3)no2)cc1Cl | -1 | 26
NC(CS(=O)(=O)c1ccc(F)cc1)=NOC(=O)Nc1cc(Cl)cc(Cl)c1 | -21 | .
CCn1c(N2CCC(C(=O)Nc3ccc(OC)cc3)CC2)cc(=O)n(C)c1=O | -4 | 35
Cc1noc(C)c1C1CCCN1C(=O)Cn1cc(Cl)cn1 (centres undefined) | -2 | -7
Clc1ccc(-c2nnc3ccc(Cl)nn23)cc1 | -1 | -11
Cc1ccc(-c2nc(-c3ccccc3)no2)cc1C | 2 | -11
CC(=O)N1CCc2c(c(-c3nc(C)no3)nn2C)C1 | -1 | -6
CN1CCC(=O)N([C@H](CN=[N+]=[N-])Cc2ccccc2)CC1 | -8 | -1
COc1ccccc1-n1nc(C(=O)N2CC(C)CC(C)C2)c2ccccc2c1=O (centres undefined) | 0 | 2
CCCCc1ccc(C(=O)CCN(C)C)cc1 | -7&-3 | .
Cc1c(Br)c(C(F)(F)F)nn1CC(=O)NC(C)c1ccccc1 (centres undefined) | 0 | -10

Reprinted at random: 7 entries already listed, in no set order.
SMILES | Pf apPOL inh | mHTT CaM bind
CCCCc1ccc(C(=O)CCN(C)C)cc1 | -7&-3 | .
Cc1c(Br)c(C(F)(F)F)nn1CC(=O)NC(C)c1ccccc1 (centres undefined) | 0 | -10
CC1(C)Nc2sc3c(c2-c2nnnn21)CCCC3 | . | 56*
COc1ccccc1-n1nc(C(=O)N2CC(C)CC(C)C2)c2ccccc2c1=O (centres undefined) | 0 | 2
CCn1c(N2CCC(C(=O)Nc3ccc(OC)cc3)CC2)cc(=O)n(C)c1=O | -4 | 35
NC(CS(=O)(=O)c1ccc(F)cc1)=NOC(=O)Nc1cc(Cl)cc(Cl)c1 | -21 | .
CN1CCC(=O)N([C@H](CN=[N+]=[N-])Cc2ccccc2)CC1 | -8 | -1

The listing picks up, starting 7 compounds before the break.
SMILES | Pf apPOL inh | mHTT CaM bind
Clc1ccc(-c2nnc3ccc(Cl)nn23)cc1 | -1 | -11
Cc1ccc(-c2nc(-c3ccccc3)no2)cc1C | 2 | -11
CC(=O)N1CCc2c(c(-c3nc(C)no3)nn2C)C1 | -1 | -6
CN1CCC(=O)N([C@H](CN=[N+]=[N-])Cc2ccccc2)CC1 | -8 | -1
COc1ccccc1-n1nc(C(=O)N2CC(C)CC(C)C2)c2ccccc2c1=O (centres undefined) | 0 | 2
CCCCc1ccc(C(=O)CCN(C)C)cc1 | -7&-3 | .
Cc1c(Br)c(C(F)(F)F)nn1CC(=O)NC(C)c1ccccc1 (centres undefined) | 0 | -10
CN(C)C1N(C(=O)c2ccc(Cl)cc2)N=C2c3ccccc3S(=O)(=O)N21 (centres undefined) | -2 | 6
O=C(c1cc(-c2ccc3ccccc3c2)on1)N1CCCCC1 | -2 | -15
COc1ccc2nc(N3CCC(C(=O)NCC(C)CN4CCC(C)CC4)CC3)sc2c1 (centres undefined) | -10 | -2
CCCCCn1c(N)c(C#N)c2nc3ccccc3nc21 | -6 | -14
Cc1ccc(C)c(NC(=O)CN2CCC(c3nc(-c4cccc(F)c4)no3)CC2)c1 | -3 | -4
CCOC(CNC(=O)c1ccc(CNC(=O)c2ccc(OC)c(OC)c2)cc1)OCC | 0 | -1
CCCCCOc1ccc(C(=O)NN)cc1 | -19 | .
Cc1ccc(N2CCN(C(=O)c3ccccc3F)C(C)C2=O)c(C)c1 (centres undefined) | -2 | -3
Cc1cnc(NC(=O)CCC2CCCC2)s1 | -6 | 3
COc1ccc(C2CCCN2Cc2cc(OC)cc(OC)c2)cc1 (centres undefined) | 0 | -12
O=S(=O)(c1ccc(F)c2ccccc12)N1CCOc2ccccc21 | . | -13
CCOc1ccc(C2CC(c3ccccc3)n3nc(N)nc3N2)cc1 (centres undefined) | -2 | -3
O=C(O)CCCCCCCCCCN1C(=O)CCC1=O | 2 | 0
O=C(CCC1CCCCC1)Nc1ccccc1Cl | -1 | -9
CN1CCN(C(=O)CN2C(=O)/C(=C/c3ccccc3F)Sc3ccccc32)CC1 | 0 | 36
COc1ccc(-c2cc(C(=O)Nc3cccnc3)c3ccccc3n2)cc1 | 9&3 | 19&21
COC(=O)CN1C(=O)C2CCCN2C(=O)c2ccccc21 (centres undefined) | -2 | -1
CC1=C(C(=O)NCCCN2CCN(c3ccccc3F)CC2)C2(CCCCCC2)OC1=O | 0 | 0
CN1CCN(c2ccc3c(c2)OC[C@H](Cc2ccccc2)NS3(=O)=O)CC1 | -5 | 8
CN1C(=O)c2ccccc2Oc2ccc(C(=O)N3CCCCC3)cc21 | -5 | 1
CCn1cnc2c1CN(S(=O)(=O)c1cccc3cccnc13)CC2 | -3 | 5
Cc1ccc(NC(=O)c2nc(C(C)C)oc2C)c(C)c1 | -2 | -16
COc1ccccc1OCC(=O)NCCc1sc(-c2ccc(Cl)cc2)nc1C | -6 | 3
CCCNC(=O)CCCn1nc([N+](=O)[O-])c(Br)c1C | -4 | -3
O=C(c1ccccc1)N1CCCCC1c1nncn1-c1ccccc1 (centres undefined) | 6 | -7
CCOC(=O)c1cccc(NC(=O)Nc2ccc3c(c2)C(=O)OC3)c1 | 5 | .
Cc1nnc(NC(=O)c2ccc(S(=O)(=O)N3CCCc4ccccc43)cc2)o1 | -62 | 35
COc1cccc(C(=O)N2CCC3(CC2)NC(=O)N(Cc2ccc(Cl)cc2)C3=O)c1 | -7 | 21
Nc1nnc(SCC(=O)Nc2ccccc2Oc2ccccc2)s1 | -1 | -9
CCOc1ccccc1Nc1nc(-c2ccccn2)cs1 | -3 | 37
CCOC(=O)C1=C(N)Oc2c(oc(CO)cc2=O)C1c1ccc(OC)c(OC)c1 (centres undefined) | -2 | 3
CCN(CC)S(=O)(=O)c1ccc2oc(C(=O)Nc3ccc(C)cc3C)c(C)c2c1 | -3 | 8
CC(C)C(=O)Nc1cnc(-c2cccc(Cl)c2)nc1 | -1 | -6
CC(Cc1ccco1)NC(=O)c1cc2n(n1)CCCN(Cc1ccccc1)C2=O (centres undefined) | -4 | -1
O=c1[nH]c2ccccc2c(=O)n1Cc1ccccc1 | -7 | -4
CCn1c(=O)c2ccnn2c2ccc(C(=O)NCc3cccc(F)c3)cc21 | -12 | 0
CCCNC(=O)c1c(O)c2cccc3c2n(c1=O)CC3 | -9 | 27
CCCCOc1ccc(-c2nc(C=Nc3cc([N+](=O)[O-])ccc3C)c(O)o2)cc1 | 0 | 3
CCOC(=O)Cc1c(C(=O)OCC)[nH]c(C)c1C(=O)OCc1ccccc1 | -1 | .
C=C1c2cc(C)ccc2S(=O)(=O)N1C | -3 | -6
CCOc1ccc(CNC(=O)C2CCCN(c3cc(=O)n(C)c(=O)n3C)C2)cc1OCC (centres undefined) | -5 | -1
COc1ccc(-c2coc3cc(OC(=O)c4ccc5c(c4)OCO5)ccc3c2=O)cc1 | -1 | 5
CC(C)C1(CCN(Cc2ccc3c(c2)OCO3)C(=O)c2ccco2)CCOC(C)(C)C1 (centres undefined) | -1 | -2
O=C(NC1CCCCCCCCCCC1)C(=O)c1cn(CC(=O)N2CCCCC2)c2ccccc12 | 0 | -1
Cc1ccc(C2CC(c3ccccc3)Nc3nnnn32)cc1 (centres undefined) | -7 | -3
COc1ccc(NC(=O)C2CCN(c3nnc(-c4ccc(C)cc4)o3)CC2)cc1 | -5 | 2
CC(C)N(C(=O)Cn1cnc2ccccc21)c1ccccc1 | 1&-4 | -12&1
Cc1ccsc1C(=O)Nc1cccn2nc(C(C)C)nc12 | 1 | -12
O=C1c2ccccc2-c2onc3c(N4CCOCC4)cc(Nc4ccc(F)cc4)c1c23 | -1 | 63*
Cc1ccc(C2CC(C(F)(F)F)n3nc(C(=O)Nc4cccc(CCC#N)c4)cc3N2)cc1 (centres undefined) | -1 | 18
CCOc1cc(/C=C2\NC(=O)NC2=O)cc(Br)c1OC(C)C | -5 | 10
COc1ccccc1C(=O)Nc1cc(-c2nc3ccccc3s2)ccc1C | -6 | -4
Cc1ccc(N(Cc2ccc(C(=O)NCc3cccnc3)cc2)S(C)(=O)=O)cc1C | 4 | 6
COCC(=O)Nc1c(-c2cccc(Cl)c2)nc2cc(C)ccn12 | 6 | -4
Fc1cccc(C2C=C(c3cccc(Br)c3)Nc3nnnn32)c1 (centres undefined) | -4 | -10
CCOC(=O)N1CCN(Cc2ccc(Cl)cc2)CC1 | -5 | -6
CC(CCc1ccccc1)NC(=O)CN1CCN(C(=O)Nc2ccc(Cl)cc2)CC1=O (centres undefined) | -4 | -4
C=CCSc1nnc2c(n1)OC(c1cc(OC)ccc1OC)Nc1ccccc1-2 (centres undefined) | 4 | 3
Cc1ccc(NC(=O)c2cc3c(CO)cnc(C)c3oc2=N)cc1Cl | 2 | 7
CCCOc1cccc(C(=O)Nc2ccc(C)cc2)c1 | -7 | -24

The list is partial; the hit share may differ from the screen's.
